Assay outcomes from PubChem BioAssay.
APEX1 inh = inhibitors of human APE1 endonuclease; P27695; recombinant APE1, TAMRA/BHQ-2 abasic DNA cleavage fluorescence; Potency, µM (highest dose often 65.8 µM), without a hit: at the top dose activity change, negative = inhibition, usual class: inhibitors; 350,000 compounds, 0.35% hits; AID 2517;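 further: plate controls were vehicle for no effect and reference inhibitor for full effect; nearly all actives have a fitted effect of over 55% in size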
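0.75 nM APE1 + cpd, 15 min RT; start w/ 50 nM TAMRA/BHQ-2 THF-abasic dsDNA; kinetic fluor 525/598 nm ×3 reads @60 s; Δ(read3−read1); normalized to DMSO and NSC13755 control wells.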
G9a block = inhibitors of human histone lysine methyltransferase G9a. Potency, µM (top dose mostly 102 µM), for inactives: top-dose activity, negative = inhibition, most hits filed as inhibitors. AID 504332. Q96KQ7. G9a H3K9 monomethylation, AlphaScreen, 2 h. 350,000 compounds, 8.8% hits; further: on the % scale 0 is the no-effect control and ±100 the full control effect; nearly all actives have a fitted effect of over 75% in size
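G9a (20 nM) was preincubated 15 min with compound, then reacted 2 h at room temperature with 500 nM biotin-H3K9 peptide and 20 µM SAM. Monomethyl-H3K9 detected by AlphaScreen using anti-H3K9me1 antibody.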
BLM helicase inh = inhibitors of human Bloom syndrome helicase BLM. recombinant BLM DNA unwinding, fluorescence dequenching. Potency, µM (doses to about 56.1 µM), without a hit: at the top dose activity change, negative = inhibition, usual class: inhibitors. 350,000 compounds, 0.2% hits. AID 2528;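 further: plate controls were vehicle for no effect and no enzyme for full effect; nearly all actives have a fitted effect of over 35% in size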
POLK inh = blocks human DNA polymerase kappa activity | Potency, µM (titrated, usually from 107 µM), for the others: top-dose activity, negative = inhibition, usual class: inhibitors | purified Pol kappa, fluorescent DNA synthesis assay, 10 min | 400,000 compounds, 0.53% hits; further: on the % scale 0 is the no-effect control and ±100 the full control effect
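Activity was followed as the change in fluorescence between reads at 0 and 10 min after starting the reaction with 50 nM substrate. Beforehand, 10 nM polymerase had been preincubated with compound for 15 min at room temperature.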
POLB inh = DNA polymerase beta (human) inhibition; P06746; Pol beta primer extension/strand displacement, fluorescence kinetic; Potency, µM (series often up to 114 µM), for inactives: at the highest dose activity change, negative = inhibition, actives largely listed as inhibitors; 340,000 compounds, 1.3% hits; AID 485314; further: on the % scale 0 is the no-effect control and ±100 the full control effect
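Reaction started by 50 nM substrate onto compound-treated Pol beta (10 nM, 15 min preincubation, room temperature); plates read at 0 min and 10 min. Normalized concentration-effect data fitted by four-parameter Hill equation.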
POLH inh = inhibitors of human DNA polymerase eta. Potency, µM (series often up to 114 µM), for inactives: at the highest dose activity change, negative = inhibition, most hits filed as inhibitors. 390,000 compounds, 1.2% hits. Q9Y253. recombinant Pol eta, fluorescent DNA replication assay. AID 588591; further: on the % scale 0 is the no-effect control and ±100 the full control effect
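Fluorescent replication assay: 50 nM final substrate added after a 15 min room-temperature compound preincubation with 10 nM enzyme. Signal taken at 0 min and again at 10 min.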
Pol iota inh = inhibitors of human DNA polymerase iota; Q9UNA4; Pol iota fluorescent replication assay, 10 min; Potency, µM (doses to about 115 µM), inactives show at the highest dose activity, negative = inhibition, hits mostly inhibitors; 390,000 compounds, 1% hits
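Fluorescent replication assay read twice, at 0 min and 10 min after adding 50 nM (final) substrate. Enzyme (10 nM) and compounds were first incubated 15 min at room temperature; enzyme-free buffer wells were negative controls.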
BAZ2B inh = BAZ2B (human) inhibition; AID 504333; Potency, µM (doses to about 114 µM), for the others: at the top dose activity change, negative = inhibition, usual class: inhibitors; AlphaScreen BAZ2B-H3K14Ac peptide displacement; 360,000 compounds, 4.4% hits; further: on the % scale 0 is the no-effect control and ±100 the full control effect; nearly all actives have a fitted effect of over 60% in size
Target sequence (Q9UIF8 whole entry, looked up): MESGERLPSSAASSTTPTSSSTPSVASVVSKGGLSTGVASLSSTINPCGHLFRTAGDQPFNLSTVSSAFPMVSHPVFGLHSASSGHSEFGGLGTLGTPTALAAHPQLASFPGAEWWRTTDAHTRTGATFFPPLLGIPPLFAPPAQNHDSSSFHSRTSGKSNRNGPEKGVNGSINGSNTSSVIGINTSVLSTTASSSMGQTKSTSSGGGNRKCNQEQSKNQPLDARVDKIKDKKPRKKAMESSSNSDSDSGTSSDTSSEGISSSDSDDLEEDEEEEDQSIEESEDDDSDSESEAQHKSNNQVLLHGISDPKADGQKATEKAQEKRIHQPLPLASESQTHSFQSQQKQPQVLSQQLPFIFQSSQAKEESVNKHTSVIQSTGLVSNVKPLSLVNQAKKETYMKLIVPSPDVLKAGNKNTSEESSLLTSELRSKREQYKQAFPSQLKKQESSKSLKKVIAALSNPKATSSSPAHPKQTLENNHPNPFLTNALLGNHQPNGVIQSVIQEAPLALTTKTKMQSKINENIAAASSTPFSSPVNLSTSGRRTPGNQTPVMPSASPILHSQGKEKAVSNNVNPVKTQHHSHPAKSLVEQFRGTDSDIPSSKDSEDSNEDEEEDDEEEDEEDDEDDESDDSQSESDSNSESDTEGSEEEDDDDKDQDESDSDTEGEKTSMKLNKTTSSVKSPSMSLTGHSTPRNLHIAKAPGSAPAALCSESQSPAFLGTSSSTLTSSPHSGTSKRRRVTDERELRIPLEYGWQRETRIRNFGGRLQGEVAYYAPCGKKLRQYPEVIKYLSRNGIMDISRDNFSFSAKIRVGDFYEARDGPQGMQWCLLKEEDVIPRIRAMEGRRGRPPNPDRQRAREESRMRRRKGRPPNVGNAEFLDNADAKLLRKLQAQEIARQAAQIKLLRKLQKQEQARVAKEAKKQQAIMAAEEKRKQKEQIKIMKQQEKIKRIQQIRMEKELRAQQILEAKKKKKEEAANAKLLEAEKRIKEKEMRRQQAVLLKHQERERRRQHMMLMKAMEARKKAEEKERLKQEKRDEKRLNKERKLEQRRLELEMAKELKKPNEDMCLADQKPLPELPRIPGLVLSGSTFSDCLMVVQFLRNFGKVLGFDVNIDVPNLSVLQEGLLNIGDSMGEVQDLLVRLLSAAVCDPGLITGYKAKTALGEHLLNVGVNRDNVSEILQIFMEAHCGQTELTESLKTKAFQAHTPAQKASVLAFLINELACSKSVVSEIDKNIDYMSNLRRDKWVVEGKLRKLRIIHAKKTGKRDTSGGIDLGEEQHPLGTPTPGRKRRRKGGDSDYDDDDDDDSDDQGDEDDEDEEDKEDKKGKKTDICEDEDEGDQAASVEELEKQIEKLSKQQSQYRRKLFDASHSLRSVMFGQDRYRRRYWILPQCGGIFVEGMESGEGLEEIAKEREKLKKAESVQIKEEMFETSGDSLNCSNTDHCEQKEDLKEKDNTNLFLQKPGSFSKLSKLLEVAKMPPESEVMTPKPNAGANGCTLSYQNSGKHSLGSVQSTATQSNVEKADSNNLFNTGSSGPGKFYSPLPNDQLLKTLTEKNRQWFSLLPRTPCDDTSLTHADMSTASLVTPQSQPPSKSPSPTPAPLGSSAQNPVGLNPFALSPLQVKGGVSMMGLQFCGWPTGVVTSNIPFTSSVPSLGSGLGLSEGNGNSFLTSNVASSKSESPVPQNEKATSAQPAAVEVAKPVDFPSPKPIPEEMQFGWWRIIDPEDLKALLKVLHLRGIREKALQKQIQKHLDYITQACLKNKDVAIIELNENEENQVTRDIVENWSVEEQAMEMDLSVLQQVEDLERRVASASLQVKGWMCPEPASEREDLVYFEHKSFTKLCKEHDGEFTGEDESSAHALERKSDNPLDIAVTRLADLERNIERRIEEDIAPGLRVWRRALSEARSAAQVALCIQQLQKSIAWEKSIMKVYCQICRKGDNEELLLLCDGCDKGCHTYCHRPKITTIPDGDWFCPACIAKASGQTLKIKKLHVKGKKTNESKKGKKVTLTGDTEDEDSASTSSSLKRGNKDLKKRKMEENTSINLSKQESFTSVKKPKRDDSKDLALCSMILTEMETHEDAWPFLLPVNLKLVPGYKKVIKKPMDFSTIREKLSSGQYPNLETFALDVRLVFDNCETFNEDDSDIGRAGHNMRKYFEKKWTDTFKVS
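AlphaScreen displacement: compounds (up to 110uM) incubated 30 min at room temperature with a preformed 50 nM BAZ2B/50 nM biotinylated H3K14Ac peptide complex in PBS pH 7.4 with Tween-20. Donor and acceptor beads at 10 ug/mL final added, 20 min light-protected before reading.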
JMJD2A Tudor = JMJD2A Tudor domain (human) inhibition; O75164; AlphaScreen JMJD2A-Tudor / H3K4me3 peptide binding; Potency, µM (series often up to 114 µM), for the others: top-dose activity change, negative = inhibition, hits mostly inhibitors; 390,000 compounds, 4.4% hits; further: on the % scale 0 is the no-effect control and ±100 the full control effect; nearly all actives have a fitted effect of over 50% in size
* marks the source's active call; other numbers are inactive results; ? = inconclusive; . = not tested or not shown; & = joins results of further samples; [ ] = another dose, or the depositor's remark. The call rests on the fitted dose curve; in most records, active means well fitted curve in the direction sought with a large enough effect; inconclusive means small, poorly fitted or top-dose-only effect, or another doubt; inactive means no such curve, though single readings can be large; an effect the other way counts as inactive or inconclusive. Potency means the concentration at half of the fitted maximal effect. Not all compounds are listed. The share of hits here may be higher or lower than overall.

SMILES	APEX1 inh	G9a block	BLM helicase inh	POLK inh	POLB inh	POLH inh	Pol iota inh	BAZ2B inh	JMJD2A Tudor
Nc1c(N2CCCCC2)c2ccccc2oc1=O	5.3%	?	-12.9%	4.4%	10.1%	-23.1%	69.2%[activator]	?	-20.2%
COC(=O)c1c(C)nc(C)c(C(=O)OC)c1-c1ccc(OC)c(OC)c1	3.4%	4.3%	-0.4%	-2.4%	9.3%	-2.1%	12.0%	-1.9%	-10.4%
COC(=O)c1cc2ccccc2c(-c2c(OC)c(C(=O)OC)cc3ccccc23)c1OC	9.7%	.	-9.7%	-15.8%	25.1%	-7.9%	?	-1.9%	-15.0%
COCCCNc1nc(-c2ccc(Cl)cc2)nc2ccccc12	20.5%	36.8%[59 µM]	-11.6%	-3.4%	0.6%	-24.5%	-5.9%	29.2%	37.0%[activator]
CCCC(=O)Nc1nnc(SCC(=O)NCc2cccs2)s1	-2.6%	18.0%	-3.1%	-4.5%	-6.5%	-4.9%	33.1%[activator]	-4.4%[57.1 µM]	2.1%
CC1CC(C)CN(C(=S)NC2CCCCC2)C1 (configuration not stated)	2.5%	-1.7%[59 µM]	0.8%	-8.6%	5.1%	-12.4%	2.0%	8.6%	-30.9%[57.1 µM]
Cc1ccc(CNC(=O)CCc2c(C)nn(-c3ccc(N4CCOCC4)nn3)c2C)cc1	24.8%	26.1%	2.0%&-1.0%	11.7%&-11.8%	5.1%&-0.2%	-7.2%&-15.8%	-12.4%&10.1%	?	14.0%&-8.3%
CCn1c(=O)n(-c2ccc3c(c2)OCO3)c2nc(-c3cccc(OC)c3OC)nc(C(N)=O)c21	.	-10.0%[59 µM]	-5.2%	6.3%	28.4%	-0.2%	7.0%	-18.9%	1.3%
Cc1c(N(C(=O)CNC(=O)c2ccccc2)C2(C(=O)NC3CCCCC3)CCCCC2)c(=O)n(-c2ccccc2)n1C	15.5%	6.0%[59 µM]	-0.2%	3.9%	29.1%	-12.6%	23.9%	-7.0%	-15.1%
CCOc1ccc(C(C)(O)CN2CCOCC2)cc1 (configuration not stated)	5.7%	-2.6%[12.7 µM]	1.5%	-5.2%	-1.4%	7.8%	?	-0.9%	-16.0%[57.1 µM]
CCOC(=O)C1CCCN(Cc2nc(N)nc(Nc3ccccc3)n2)C1 (configuration not stated)	0.6%	0.0%[12.7 µM]	0.3%	6.6%	-1.3%	-8.9%	-0.4%	35.5µM*	56.2µM*
COC(=O)c1ccccc1NC(=O)Cn1cc2c(n1)CCC(C)C2 (configuration not stated)	-9.9%	4.6%	0.7%	17.1%	-1.5%	-6.0%	6.3%	-1.3%	-4.9%
CCOC(=O)c1c(C)oc2c(CC(=O)c3ccccc3)c(Cl)c(O)c(O)c12	-3.2%	-14.5%[59 µM]	3.6%	-13.5%	-6.8%	-5.0%	-0.8%	-7.0%	?
COc1cccc(C2CC(c3ccc(Cl)cc3Cl)Nc3nc(N)nn32)c1 (configuration not stated)	2.2%	-13.3%	-4.4%	-1.4%	4.0%	?	-4.5%	-30.5%	8.2%[11.4 µM]
CC(Nc1nc(-c2ccccc2F)nc2ccccc12)c1ccccc1 (configuration not stated)	9.4%	4.9%	-10.4%	0.7%	-1.3%	-23.3%	15.8%	0.3%	-2.8%
COc1ccc(-c2csc(Nc3cccc(C)n3)n2)cc1C	2.2%	50.1µM*	-11.4%	-5.2%	3.5%	-16.5%	142.2%[activator]	-34.1%	-24.4%
CCOc1ccc(CCNC(=O)CCC(=O)N2CCSc3ccccc32)cc1OCC	-2.2%	.	-1.5%	11.1%	25.3%	-7.7%	5.0%	10.3%	-22.9%
CNC(=S)NCCC(c1ccccc1)c1ccccc1	13.8%	7.2%[59 µM]	-2.9%	0.5%	42.9%	-19.9%	23.4%	-36.5%	-22.6%
CN1CCCC(OC(=O)c2ccccc2F)C1 (configuration not stated)	3.8%	6.9%	0.0%	9.6%	4.6%	-1.0%	22.5%	-0.2%	-3.9%
Cc1ccc(F)cc1NC(=O)c1ccc2c(c1)OCO2	1.0%	-5.6%[12.7 µM]	-0.4%	-8.5%	-2.4%	-16.8%	10.8%	0.5%	-4.4%
CC(C)NC(=O)Nc1ccc2c(c1)C(=O)N([C@H](C)CO)C[C@H](C)[C@@H](CN(C)C(=O)NC(C)C)O2	.	.	.	-4.5%	.	-3.0%	56.6%[activator]	.	-10.1%
Cc1n[nH]c(=S)n1/N=C/c1ccc(OCc2ccc(Cl)cc2Cl)cc1	0.4%	11.2µM*	-2.0%	-11.0%	0.1%	-8.2%	0.8%	4.4%	-6.2%
COC(=O)C1=C(C)N(C)C(C)=C(C(=O)OC)C1c1cccc(Br)c1	-4.4%	-6.4%	-11.6%	-15.0%	0.1%	-20.5%	5.8%	5.0%	-27.6%
CNC(=S)Nc1ccc(C)cc1	-4.0%	13.7%	1.6%	-9.3%	1.4%	-8.4%	-5.6%	-19.0%	-10.3%
Cc1c(-c2nsc(NC(=O)c3cccs3)n2)nnn1-c1ccc(Br)cc1	.	-26.6%[59 µM]	-9.3%	-20.9%	3.16µM*	?	?	-32.8%	-8.4%

Reformatted: results already given
| SMILES | APEX1 inh | G9a block | BLM helicase inh | POLK inh | POLB inh | POLH inh | Pol iota inh | BAZ2B inh | JMJD2A Tudor |
| --- | --- | --- | --- | --- | --- | --- | --- | --- | --- |
| Nc1c(N2CCCCC2)c2ccccc2oc1=O | 5.3% | ? | -12.9% | 4.4% | 10.1% | -23.1% | 69.2%[activator] | ? | -20.2% |
| COC(=O)c1c(C)nc(C)c(C(=O)OC)c1-c1ccc(OC)c(OC)c1 | 3.4% | 4.3% | -0.4% | -2.4% | 9.3% | -2.1% | 12.0% | -1.9% | -10.4% |
| COC(=O)c1cc2ccccc2c(-c2c(OC)c(C(=O)OC)cc3ccccc23)c1OC | 9.7% | . | -9.7% | -15.8% | 25.1% | -7.9% | ? | -1.9% | -15.0% |
| COCCCNc1nc(-c2ccc(Cl)cc2)nc2ccccc12 | 20.5% | 36.8%[59 µM] | -11.6% | -3.4% | 0.6% | -24.5% | -5.9% | 29.2% | 37.0%[activator] |
| CCCC(=O)Nc1nnc(SCC(=O)NCc2cccs2)s1 | -2.6% | 18.0% | -3.1% | -4.5% | -6.5% | -4.9% | 33.1%[activator] | -4.4%[57.1 µM] | 2.1% |
| CC1CC(C)CN(C(=S)NC2CCCCC2)C1 (configuration not stated) | 2.5% | -1.7%[59 µM] | 0.8% | -8.6% | 5.1% | -12.4% | 2.0% | 8.6% | -30.9%[57.1 µM] |
| Cc1ccc(CNC(=O)CCc2c(C)nn(-c3ccc(N4CCOCC4)nn3)c2C)cc1 | 24.8% | 26.1% | 2.0%&-1.0% | 11.7%&-11.8% | 5.1%&-0.2% | -7.2%&-15.8% | -12.4%&10.1% | ? | 14.0%&-8.3% |

(more compounds)
SMILES	APEX1 inh	G9a block	BLM helicase inh	POLK inh	POLB inh	POLH inh	Pol iota inh	BAZ2B inh	JMJD2A Tudor
COc1ccc(NS(=O)(=O)c2cc([N+](=O)[O-])ccc2N/N=C\c2c(C)[nH]c3ccccc23)cc1	5.4%	?	-1.5%	-4.7%	23.7%	-10.7%	23.0%	-29.0%	-24.6%
O=C(O)C1CCC(N2C(=O)C3CCCCC3C2=O)CC1 (configuration not stated)	1.0%	-3.4%	-0.6%	-8.6%	-1.0%	4.3%	3.2%	?	-12.6%
Cc1cc(NC(=O)Nc2ccccc2F)ccc1Br	-11.0%	7.3%	-6.3%	-13.4%	1.0%	7.5%	-12.8%	3.1%	-2.1%
COc1ccc(NC(=O)/C(N=Nc2cccc(S(=O)(=O)Nc3ccc(SC(F)F)cc3)c2)=C(\C)O)cc1	.	.	.	-17.8%	.	-8.0%	1.8%	.	?
CCCCNC(=O)N1CCN(S(C)(=O)=O)CC1	-0.7%	-9.2%	-2.2%	-3.9%	46.3%	-12.5%	51.5%[activator]	-13.3%	0.3%
COc1ccc(-c2cc(C(=O)O)c3ccccc3n2)c(OC)c1	-0.6%	-38.2%[12.7 µM]	-0.3%	-12.0%	?	?	-15.4%	-37.9%	-26.8%
O=C(c1cc([N+](=O)[O-])ccc1N1CCOCC1)N1CCN(S(=O)(=O)c2cc(Cl)ccc2Cl)CC1	7.1%	?	.	-14.7%	.	-4.0%	27.7%	-6.1%	-31.5%
Cc1cccc2c1CC(C)(C)N=C2C1=C(O)CCCC1=O	13.7%	.	-1.3%	-11.0%	22.8%	-3.8%	18.6%	5.8%	-4.6%
COc1ccc2ccccc2c1C1CC(=O)N2CN(C)CSC2=C1C#N (configuration not stated)	-0.8%	1.58µM*	-0.8%	-30.0%	1.9%	-1.5%	-11.4%	?	28.2µM*
CCc1cc(C(=O)OC)c(NC(=O)CC2SC(N)=NC2=O)s1 (configuration not stated)	-0.1%	.	3.6%	-1.3%	-24.4%	-3.6%	-5.5%	-16.0%	-3.7%
COc1ccc(CCN2CC(C(=O)NC3CCOCC3)CCC2=O)cc1 (configuration not stated)	20.9%	17.1%	-2.0%	0.6%	24.0%	-10.9%	28.7%	-2.3%[57.1 µM]	18.8%
CS(=O)(=O)c1ccc(C(=O)N2CCc3ccccc3C2)cc1	-3.4%	6.6%	0.2%	6.7%	3.3%	8.6%	81.6%[activator]	.	-18.9%
COc1ccc(NC(=O)Cc2ccsc2)c(OC)c1	17.1%[12.4 µM]	-4.3%[59 µM]	-4.5%	4.9%	25.2%	-19.0%	-6.2%	-12.7%	-13.3%
O=C(COC(=O)CN1C(=O)c2ccccc2C1=O)Nc1ccc(S(=O)(=O)N2CCCC2)cc1	-7.3%	-8.9%	-6.5%	-15.0%	?	4.7%	2.4%	-31.6%	-14.8%
O=C(NCCc1c[nH]c2ccccc12)C(=O)Nc1cc2c3c(c1)CC(=O)N3CCC2	23.3%	?	.	-10.6%	.	-5.8%	-0.4%	-12.6%	-11.7%
